# High-throughput results from PubChem BioAssay.
# B2AR arrestin ag = beta-arrestin recruitment by human beta2-adrenergic receptor ligands | HTLA Tango cells, beta-arrestin recruitment, luciferase luminescence, 18 h | 44,000 tested, under 10 active | Potency, µM (highest dose often 46.1 µM), for the others: at the highest dose activation, actives largely listed as activators | AID 1347077;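 note: potency is the fitted concentration of half-maximal effect; 0% = DMSO and full agonism = EC100 isoproterenol or metaproterenol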
# Target sequence (P07550 whole entry, looked up): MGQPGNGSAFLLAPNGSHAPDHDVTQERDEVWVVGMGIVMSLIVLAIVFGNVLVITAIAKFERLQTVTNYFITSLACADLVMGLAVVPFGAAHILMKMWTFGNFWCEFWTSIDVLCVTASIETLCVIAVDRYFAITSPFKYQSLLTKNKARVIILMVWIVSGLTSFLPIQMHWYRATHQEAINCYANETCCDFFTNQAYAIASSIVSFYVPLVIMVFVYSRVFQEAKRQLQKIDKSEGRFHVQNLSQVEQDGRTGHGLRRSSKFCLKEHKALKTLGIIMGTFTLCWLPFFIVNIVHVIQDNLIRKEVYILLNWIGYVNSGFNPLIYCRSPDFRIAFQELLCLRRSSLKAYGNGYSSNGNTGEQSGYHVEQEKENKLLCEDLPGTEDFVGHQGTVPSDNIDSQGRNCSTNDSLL
#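 Tango cells (recombinant beta2-AR, beta-arrestin, tTA-driven luciferase), 1500/well in DMEM 1% FBS, treated 18 h at 37 °C with compounds up to 46 µM; luciferin mix added, luminescence read after 15 min; %activity curves fitted and curve-classed.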
# PTAP-TSG101 blk = TSG101-PTAP interaction inhibition, HIV-1 budding | Q99816 | Fluorescence polarization, FITC-PTAP peptide/Tsg101, 20 min | Potency, µM (highest dose often 115 µM), inactives show at the highest dose activity change, negative = inhibition, most hits filed as inhibitors | 44,000 tested, under 10 active | AID 1347069; note: potency is the fitted concentration of half-maximal effect; 0% is about no effect
# Target sequence (Q99816 whole entry, looked up): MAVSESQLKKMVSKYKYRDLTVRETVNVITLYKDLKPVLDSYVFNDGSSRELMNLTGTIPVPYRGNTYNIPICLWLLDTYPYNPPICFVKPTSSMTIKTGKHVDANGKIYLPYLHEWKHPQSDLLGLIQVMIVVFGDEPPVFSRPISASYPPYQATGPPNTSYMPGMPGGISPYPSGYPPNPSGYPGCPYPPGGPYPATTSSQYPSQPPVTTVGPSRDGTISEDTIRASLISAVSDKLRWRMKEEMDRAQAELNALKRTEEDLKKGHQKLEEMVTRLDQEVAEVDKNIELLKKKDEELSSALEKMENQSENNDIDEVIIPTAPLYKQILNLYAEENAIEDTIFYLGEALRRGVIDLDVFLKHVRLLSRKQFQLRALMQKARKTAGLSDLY
#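 FITC-labeled PTAP peptide (50 nM final) binding to Tsg101 binding domain (10 uM final) read by fluorescence polarization after 20 min at r.t. in HEPES pH 7.5 buffer. Actives by CRC class, <25 µM.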
# NTMT1 inh = inhibitors of human N-terminal methyltransferase NTMT1. Q9BV86. NTMT1 MTase-Glo SAH luminescence, purified enzyme. Potency, µM (doses to about 114 µM), without a hit: top-dose activity change, negative = inhibition, hits mostly inhibitors. hit rate 2.5% among 59,000. AID 1645870;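 note: potency is the fitted concentration of half-maximal effect; plate controls were DMSO vehicle for no effect and no enzyme for full effect; nearly all actives have a fitted effect of over 65% in size; many of its hits are not listed in these tables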
# Target sequence (Q9BV86 whole entry, looked up): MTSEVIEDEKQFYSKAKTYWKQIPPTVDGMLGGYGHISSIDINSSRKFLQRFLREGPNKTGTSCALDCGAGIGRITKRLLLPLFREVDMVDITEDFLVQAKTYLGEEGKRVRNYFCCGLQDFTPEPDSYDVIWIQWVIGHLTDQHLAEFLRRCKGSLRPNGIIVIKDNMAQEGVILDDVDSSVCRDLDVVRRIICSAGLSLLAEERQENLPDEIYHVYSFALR
# GALK inhibitor = inhibitors of human galactokinase (GALK). AID 1347072. 44,000 tested, under 10 active. recombinant GALK, Kinase-Glo ATP luminescence, 1 h. Potency, µM (series often up to 57.5 µM), for inactives: top-dose activity, negative = inhibition, usual class: inhibitors. P51570;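 note: plate controls were full GALK reaction for no effect and reaction lacking GALK for full effect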
#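 5 nM GALK; 35 uM ATP; 100 uM D-galactose; 20 mM HEPES pH 8.0, 5 mM MgCl2, 60 mM NaCl, 1 mM DTT, 0.01% BSA; 1 h RT; Kinase-Glo Plus luminescence.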
# p53null 39C tox = p53 null cell cytotoxicity, nonpermissive temperature | H1299 p53-null (neo) cells, 39C, ATPlite viability, 24 h | Potency, µM (titrated, usually from 46.1 µM), for the others: at the highest dose activity, negative = cell killing, most hits filed as cytotoxic | hit rate 0.97% among 55,000;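 note: potency is the fitted concentration of half-maximal effect; 0% = DMSO only and -100% = full killing by 100 µM tamoxifen; nearly all actives have a fitted effect of over 50% in size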
#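 ATP-luminescence viability readout (ATPlite, 20 min RT) after 24 hr compound treatment at 39C of H1299-neo or H1299-p53A138V cells; titration up to 46 uM; normalized to DMSO and 100 uM tamoxifen; Hill-fit AC50.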
# FH mod = Identification of activators of human fumarate hydratase by quantitative high-throughput screening | Potency, µM (top dose mostly 79.9 µM), inactives show at the highest dose activity change, negative = inhibition, actives largely listed as inhibitors | AID 1347055, 2019 | FH coupled MDH/diaphorase resazurin fluorescence, 15 min | Fumarate hydratase, mitochondrial (Homo sapiens), P07954 | hit rate 0.22% among 54,000; note: potency is the fitted concentration of half-maximal effect; % is set by controls: 0 for no effect and ±100 for the full control effect; the screen sought activators but most active calls are inhibition curves; nearly all actives have a fitted effect of over 45% in size
# p53null 32C tox = p53 null cell cytotoxicity, permissive temperature | H1299-neo p53 null cells, ATP luminescence, 24 h, 32C | Potency, µM (series often up to 46.1 µM), for the others: top-dose activity change, negative = cytotoxicity, most hits filed as cytotoxic | hit rate 0.62% among 55,000 | AID 903;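 note: potency is the fitted concentration of half-maximal effect; 0% = DMSO only and -100% = full killing by 100 µM tamoxifen; nearly all actives have a fitted effect of over 55% in size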
#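 Overnight 37C seeding (600 cells/well) of H1299-neo preceded a 24 hr, 32C exposure to compounds up to 46 uM. ATP levels, read by luminescence after 20 min at RT, indicated surviving cells.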
# * = called active by the depositor; ? = inconclusive; / = not tested or not shown; & = joins results of further samples; [ ] = dose if it differs, or a comment. Calls come from the whole dose curve; as a rule, active = well fitted curve in the direction sought with a large enough effect; inconclusive = small, poorly fitted or top-dose-only effect, or another doubt; inactive = no such curve, though single readings can be large; an effect the other way counts as inactive or inconclusive. An excerpt (hit frequency here may not be typical).
SMILES,B2AR arrestin ag,PTAP-TSG101 blk,NTMT1 inh,GALK inhibitor,p53null 39C tox,FH mod,p53null 32C tox
COCCn1c(=N)c(C(=O)NCc2ccco2)cc2c(=O)n3cc(C)ccc3nc21,-2%,-8%,-1%,-2%,3%,0%,-4%
CCc1c(-c2ccccc2)nc2ccccc2c1C(=O)NCc1ccc(C)cc1,2%,-4%,-4%,-1%,11%,-22%,32%[activator]
Cc1cccc(NC(=O)CSc2nc3ccccc3nc2N2CCCCC2)c1C,1%,0%,14%,3%,-2%,-22%,5%
Cc1cccc(C)c1NC(=O)CSc1ncc2c(n1)-c1ccc(Cl)cc1N(Cc1ccccc1)S2(=O)=O,0%,6%,32%[activator],0%,-21%,8%,-5%
CCOC(=O)c1c(S(=O)(=O)NCC(=O)Nc2ccc(C(C)=O)cc2)c(C)n(C)c1C,-4%,-7%,13%,-1%,8%,-3%,0%
Cn1c(=O)c2c(-c3ccccc3)n3c(c2n(C)c1=O)C(c1cccc([N+](=O)[O-])c1)Nc1ccccc1-3 (centres undefined),-3%,-3%,/,2%,14%,/,11%
CCn1nc(C)c2c(-c3ccccc3)cc(=O)n(C(C)C(=O)NCc3ccccc3OC)c21 (centres undefined),1%,-2%,15%,0%,15%,?,6%
O=C(Nc1ccccc1C(=O)OCc1cc(=O)n2nc(C3CC3)sc2n1)c1cccc(F)c1,-1%,-9%,0%,2%,20%,-4%,-4%
O=C(CSc1nc2c([nH]c3ccccc32)c(=O)n1-c1ccccc1)NCc1ccc(F)cc1,1%,3%,10%,1%,20%,2%,2%
O=C(NCC12CC3CC(CC(C3)C1)C2)c1cc2nc(-c3ccccc3)cc(C(F)(F)F)n2n1,0%,0%,7%,8%,-4%,-17%,4%
CCOc1ccc(N2CC(c3nc4ccccc4n3CCCCOc3ccc(OC)cc3)CC2=O)cc1 (centres undefined),-1%,1%,2%,-10%,11%,-24%,25%
O=C1CN(C(=O)Cc2ccc(F)cc2)C(c2ccccc2)c2cc(Cl)ccc2N1 (centres undefined),0%,-6%,4%,6%,9%,-34%,14%
CCOc1ccc(-c2nonc2NC(=O)c2oc3ccc(F)cc3c2C)cc1,-4%,2%,11%,-2%,-7%,-1%,-11%
CCOC(=O)c1ccccc1NC(=O)N1CCOc2ccc(Cl)cc21,0%,-9%,?,0%,-8%,?,9%
CS(=O)(=O)N1CCc2cc(C(=O)N3CCN(c4ccccc4F)CC3)ccc21,-1%,-5%,1%,1%,-13%,7%,4%
CC1CCN(C(=O)Cn2c(SCC(=O)Nc3ccc(F)cc3)nc3ccccc32)CC1,-1%,-7%,0%,0%,3%,-7%,-1%
Cc1ccccc1N1CCN(S(=O)(=O)c2ccccc2)CC1,-1%,2%,14%,-21%,3%&1%,-14%,-2%&-6%
CCc1ccc(S(=O)(=O)c2c(C(=O)c3ccc(C)c(C)c3)cnc3ccccc23)cc1,0%,10%,16%,4%,16%,-9%,?
CCc1cccc(NC(=O)c2ccc(CN3C(=O)C(C)=C(c4ccc(OC)cc4)S3(=O)=O)cc2)c1,0%,-6%,-5%,-1%,0%,-3%,2%
CCN(CC)C(=O)c1c(NC(=O)c2cccc(C)c2)sc2c1CCC(C)C2 (centres undefined),1%,0%,3%,1%,16%,1%,28%

# Single records, from the list above.
# Profile of `CCN(CC)C(=O)c1c(NC(=O)c2cccc(C)c2)sc2c1CCC(C)C2` (centres undefined) → B2AR arrestin ag = 1%; PTAP-TSG101 blk = 0%; NTMT1 inh = 3%; GALK inhibitor = 1%; p53null 39C tox = 16%; FH mod = 1%; p53null 32C tox = 28%
# Profile of `COCCn1c(=N)c(C(=O)NCc2ccco2)cc2c(=O)n3cc(C)ccc3nc21` → B2AR arrestin ag = -2%; PTAP-TSG101 blk = -8%; NTMT1 inh = -1%; GALK inhibitor = -2%; p53null 39C tox = 3%; FH mod = 0%; p53null 32C tox = -4%

# Other results
SMILES,B2AR arrestin ag,PTAP-TSG101 blk,NTMT1 inh,GALK inhibitor,p53null 39C tox,FH mod,p53null 32C tox
CCOc1ccccc1NS(=O)(=O)c1ccc(-c2cnc(C3CC3)o2)cc1,-1%,0%,?,-4%,?,?,-6%
Cc1cccc(C)c1Nc1c(-c2ccccc2Cl)nc2cnccn12,0%,0%,-19%,-3%,-6%,-4%,22%
COc1cc(Nc2nc3ccccc3c3nnc(C)n23)cc(OC)c1,-1%,-2%,-24%,1%,-13%,1%,-10%
CN(C(=O)CSc1nncn2c1cc1occc12)c1ccccc1,0%,-8%,-5%,1%,-13%,-12%,2%
Cc1cccc(OCCCn2c(CCNC(=O)C(C)(C)C)nc3ccccc32)c1,-3%,0%,5%,-1%,-12%,-4%,4%
COc1cccc(NS(=O)(=O)c2ccc3[nH]cc(C(=O)N4CCCC4)c(=O)c3c2)c1,0%,-3%,0%,0%,19%,-2%,8%
CCc1nnc2c3ccccc3nc(Nc3ccc(F)c(Cl)c3)n12,-2%,-1%,/,-9%,5%,/,-1%
CC(C)C(=O)Nc1cccc(C(=O)Nc2nnc(CC(C)(C)C)s2)c1,0%,-5%,-7%,0%,-17%,-40%,-7%
Cc1ccc(-n2ncc(C(=O)N3CCN(Cc4ccccc4)CC3)c2C2CCN(C(=O)OC(C)(C)C)CC2)c(C)c1,0%,-1%,-6%,-1%,0%,-19%,1%
CCC1CN(C(=O)Nc2cc(OC)cc(OC)c2)c2ccccc2S1 (centres undefined),-1%,-7%,22%,-8%,-1%,-15%,-5%
O=C(Nc1ccc(Cl)c(Cl)c1)N(Cc1c[nH]c2ccccc12)C1CCCCC1,1%,1%,0%,0%,4%,-13%,-2%
CCC(=O)N1CCc2cc(S(=O)(=O)N3CCN(c4ccccc4F)CC3)ccc21,0%,-9%,-4%,3%,7%,-14%,-2%
Cc1cccc(Cn2c(CN3CCC(C(=O)NCc4ccccc4Cl)CC3)cc3ccccc32)c1,-2%,0%,1%,-5%,4%,-16%,13%
CC(=O)c1ccc(NC(=O)CN2C(=O)CN(C)C(=O)c3ccccc32)cc1,-1%,-6%,1%,-7%,8%,-8%,-3%
COCCCNC(=O)c1ccc2c(c1)N(Cc1ccccc1F)C(=O)c1ccccc1S2=O (centres undefined),-2%,-1%,8%,0%,-9%,-3%,0%
Cc1ccc(CCNC(=O)Cn2ncc3c(=O)oc4ccccc4c32)cc1,0%,2%,-10%,-1%,9%,1%,6%
CC1(C)CC(=O)c2cc(-c3nc(-c4ccc(Br)cc4)cs3)c(=O)n(-c3ccccc3)c2C1,1%,-8%,6%,5%,-12%,0%,5%
CCOc1ccc(-n2c(SCC(=O)Nc3ccc(CC)cc3)nc3c(oc4ccccc43)c2=O)cc1,-1%,-4%,-7%,1%,9%,-1%,21%
O=C(NCc1ccc(Cl)cc1)C1CCN(S(=O)(=O)Cc2ccccc2)CC1,-1%,-1%,/,-2%,1%,/,-6%
CCc1cccc(C)c1NS(=O)(=O)c1c(C(=O)N2CCCCCC2)c(C)n(C)c1C,-1%,1%,-1%,1%,-4%,-12%,-5%
O=C(NCc1nc2cccnc2n1Cc1ccc(F)cc1)c1ccccc1C(F)(F)F,-1%,1%,4%,0%,20%,-16%,-3%
COc1ccc(-c2noc(CC(=O)Nc3cc(OC)ccc3OC)n2)cc1,1%,-5%,-1%,-7%,-22%,-19%,-4%
Cc1ccc(C)c(NC(=O)Cn2nnc(C(=O)NCc3ccco3)c2N)c1,0%,0%,15%,3%,-4%,7%,21%
O=C(Nc1cccc(C(=O)N2CCN(c3ccc(Cl)cc3)CC2)c1)c1nsc2ccccc12,1%,1%,7%,0%,-15%,?,-10%
O=S(=O)(NCCc1nnc2ccc(SCc3ccc(C(F)(F)F)cc3)nn12)c1ccccc1,0%,-8%,1%,?,-21%,?,0%
Cc1ccc(NC(=O)c2oc3ccccc3c2NC(=O)C23CC4CC(CC(C4)C2)C3)cc1,-2%,0%,21%,-2%,9%,-14%,1%
CCc1cccc(C)c1NC(=O)C1CCN(c2nn3c(=O)cc(C)nc3s2)CC1,-3%,-1%,2%,-1%,8%,-19%,5%
CCCCC(CC)CNC(=O)Cc1ccc(-n2c(=O)[nH]c3ccccc3c2=O)cc1 (centres undefined),-3%,-10%,9%,-2%,10%,2%,8%
Cc1cc2c(cc1S(=O)(=O)N(C)CC(=O)Nc1ccc(C#N)cc1)OCC(=O)N2,-2%,0%,-7%,-1%,20%,-14%,-1%
COc1ccc(NC(=O)C2CCCN(S(=O)(=O)c3ccc4c(c3)oc(=O)n4C)C2)c(OC)c1 (centres undefined),1%,0%,16%,1%,-8%,-17%,0%
Cc1ccc(Cl)cc1N1CCN(C(=O)c2nn(C)c3c2CS(=O)(=O)c2ccccc2-3)CC1,-1%,2%,12%,1%,-8%,-17%,1%
Cc1ccc2nc(-c3ccc(O)cc3)c(Nc3ccc4c(c3)OCCO4)n2c1,-1%,-5%,-13%,3%,?,-3%,-7%
CCCn1c(=O)c2sccc2n2c(CCCC(=O)NC3CCCCC3)nnc12,0%,1%,-1%,-8%,4%,-7%,7%
Cc1ccc(Cl)cc1NC(=O)/C(C#N)=C\c1cn(Cc2ccc(F)cc2)c2ccccc12,-2%,13%,8%,0%,28%,-5%,17%
Cc1ccc(S(=O)(=O)N2CCCc3cc(NC(=O)c4ccccc4Cl)ccc32)cc1,6%,8%,14%,3%,-13%,-35%,-4%

# A draw from above in order of molar mass, low to high:
SMILES,B2AR arrestin ag,PTAP-TSG101 blk,NTMT1 inh,GALK inhibitor,p53null 39C tox,FH mod,p53null 32C tox
COc1ccc(-c2noc(CC(=O)Nc3cc(OC)ccc3OC)n2)cc1,1%,-5%,-1%,-7%,-22%,-19%,-4%
CCCn1c(=O)c2sccc2n2c(CCCC(=O)NC3CCCCC3)nnc12,0%,1%,-1%,-8%,4%,-7%,7%
CCc1cccc(C)c1NC(=O)C1CCN(c2nn3c(=O)cc(C)nc3s2)CC1,-3%,-1%,2%,-1%,8%,-19%,5%
Cc1ccc(NC(=O)c2oc3ccccc3c2NC(=O)C23CC4CC(CC(C4)C2)C3)cc1,-2%,0%,21%,-2%,9%,-14%,1%

# 4 compounds from above, reduced to p53null 39C tox and B2AR arrestin ag.
SMILES | p53null 39C tox | B2AR arrestin ag
CC(C)C(=O)Nc1cccc(C(=O)Nc2nnc(CC(C)(C)C)s2)c1 | -17% | 0%
Cc1ccc(-n2ncc(C(=O)N3CCN(Cc4ccccc4)CC3)c2C2CCN(C(=O)OC(C)(C)C)CC2)c(C)c1 | 0% | 0%
CCC1CN(C(=O)Nc2cc(OC)cc(OC)c2)c2ccccc2S1 (centres undefined) | -1% | -1%
O=C(Nc1ccc(Cl)c(Cl)c1)N(Cc1c[nH]c2ccccc12)C1CCCCC1 | 4% | 1%
